# Source: PubChem (several laboratories)
# GDH-TPI counter = GDH-TPI coupling enzyme inhibitors, primary screen, artefact control for M. tuberculosis FBA inhibitor project, biochemical, absorbance, full deck. inhibition, % at 4.8 µM. 360,000 compounds, 1.2% hits. GDH-TPI coupled enzyme counterscreen, NADH absorbance; in the data active = inhibition above about 30%;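 note: 0% = DMSO wells and 100% = wells lacking the enzyme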
# Mtb FBA inh = Mtb FBA enzyme inhibitors, primary screen, biochemical, fluorescence, strain H37Rv | Fructose-bisphosphate aldolase (Mycobacterium tuberculosis (strain ATCC 25618 / H37Rv)), … | purified M. tuberculosis FBA, fluorescence read-out | AID 588726, 2011 | 360,000 compounds, 2.3% hits | inhibition, % at 1 µM; in the data active = inhibition above about 27%;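 note: 0% = vehicle and 100% = reference inhibitor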
# Target sequence (P9WQA3 whole entry, looked up): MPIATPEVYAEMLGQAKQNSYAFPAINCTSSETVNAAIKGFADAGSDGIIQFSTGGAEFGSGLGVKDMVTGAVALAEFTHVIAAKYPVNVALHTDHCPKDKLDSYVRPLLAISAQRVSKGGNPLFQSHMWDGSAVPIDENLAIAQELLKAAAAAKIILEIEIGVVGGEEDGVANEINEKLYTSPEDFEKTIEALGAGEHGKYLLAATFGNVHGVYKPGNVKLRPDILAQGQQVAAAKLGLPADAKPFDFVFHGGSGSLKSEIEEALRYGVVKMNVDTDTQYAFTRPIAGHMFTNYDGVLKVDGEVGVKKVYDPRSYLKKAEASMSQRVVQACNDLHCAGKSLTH
# FadD28 binding = inhibitors of FadD28 bisubstrate probe binding, primary screen, biochemical, fluorescence polarization, single point | AID 588549, 2011 | Mycobacterium tuberculosis FadD28 fatty-acid-AMP ligase | 360,000 compounds, 0.22% hits | inhibition, % at 12.5 µM; in the data active = inhibition above about 8.5%, passing the limit was not always enough
# BioA inh = M. tuberculosis BioA enzyme inhibitors, primary screen, biochemical, plate reader, single point, HTS. 7,8-diaminopelargonic acid synthase BioA (Mycobacterium tuberculosis). purified M. tuberculosis BioA enzyme. inhibition, % at 9.99 µM. 360,000 compounds, 0.096% hits; in the data active = inhibition above about 40%
# Yp Topo-I inh = Yersinia pestis topoisomerase I inhibitors, primary screen, biochemical, cleavage product accumulation, plate reader, single point; DNA topoisomerase I (Yersinia pestis CO92); 360,000 compounds, 0.064% hits; Y. pestis Topo-I cleavage product accumulation; activity, % at 10 µM; in the data active = activity above about 50%, passing the limit was not always enough; note: inactives centre near 2
# PfHsp40 yeast = rescue of yeast from PfHsp40 toxicity, primary screen, S. cerevisiae, ATP luminescence; S. cerevisiae expressing PfHsp40, growth rescue; growth rescue, % at 12.5 µM; 340,000 compounds, 0.68% hits; in the data active = growth rescue above about 28%, passing the limit was not always enough;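 note: yeast W303a lacking pdr1 and pdr3 grown in galactose medium; growth measured after three days at 30 °C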
# Mtb UGM inh = M. tuberculosis UGM enzyme inhibitors, primary screen, biochemical, fluorescence polarization, single point. UDP-galactopyranose mutase (Mycobacterium tuberculosis (strain ATCC 25618 / H37Rv)), …. purified UGM, fluorescence polarization probe displacement. inhibition, % at 10 µM. 320,000 compounds, 0.06% hits; in the data active = inhibition above about 10%, passing the limit was not always enough
# Target sequence (P9WIQ1 whole entry, looked up): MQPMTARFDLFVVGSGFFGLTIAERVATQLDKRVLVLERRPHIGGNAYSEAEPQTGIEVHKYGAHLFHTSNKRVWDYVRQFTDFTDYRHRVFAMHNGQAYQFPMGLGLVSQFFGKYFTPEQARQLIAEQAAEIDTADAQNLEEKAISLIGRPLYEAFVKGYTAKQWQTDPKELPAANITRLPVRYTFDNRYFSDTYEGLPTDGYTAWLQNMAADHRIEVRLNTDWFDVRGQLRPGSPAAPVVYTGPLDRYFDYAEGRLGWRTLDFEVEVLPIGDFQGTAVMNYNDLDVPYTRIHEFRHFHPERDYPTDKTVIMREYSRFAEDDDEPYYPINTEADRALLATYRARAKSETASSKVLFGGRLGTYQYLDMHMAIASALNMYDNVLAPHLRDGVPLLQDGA
# Vc quorum ag = inducers of Vibrio cholerae quorum light production without autoinducers, primary screen, BH1578 luxS cqsA deficient, single point | V. cholerae BH1578 lux reporter, luminescence, 6 h | activation, % at 18.7 µM | 350,000 compounds, 0.16% hits | AID 588436, 2011; in the data active = activation mostly above about 9.7%, no sharp cut-off; note: not every result past the cut was called active; inactives centre near 0; reference of the scale not given here
# TcdB GH inh = TcdB glycohydrolase inhibitors, primary screen, biochemical, single point, plate reader. TcdB glycohydrolase enzymatic assay. Toxin B (Clostridioides difficile), P18177. AID 652162, 2013. 350,000 compounds, 0.24% hits. inhibition, % at 9.99 µM; in the data active = inhibition above about 10%
# Numbers without * were called inactive; i = inactive; · = no result given.
# Start of the data: the first four compounds, to show the layout:
no.	Molecule	Vc quorum ag	GDH-TPI counter	BioA inh	TcdB GH inh	Yp Topo-I inh	Mtb UGM inh	PfHsp40 yeast	Mtb FBA inh	FadD28 binding
1	COC(=O)C1=C(C)NC2=C(C(=O)CCC2)C1c1cccc(C)n1 (configuration not stated)	i	4	-0.9	-0.6	0	0.3	0.7	28*	-2.4
2	O=C(/C=C/c1cccs1)NC1CC1	·	1	·	2.8	5	1.3	-1.6	0	-2.5
3	O=C(CSc1n[nH]c(=O)[nH]c1=O)Nc1ccc2c(c1)C(=O)c1ccccc1C2=O	-0.5	7	3.8	-0.3	-4	5.2	1.1	-1	4.9
4	CC(=O)c1cc(-c2ccccc2)n(CC(=O)Nc2cccc(C)c2)c1C	i	4	0.0	·	-8	0.2	-1.4	-2	-3.7

# Main list, previewed entries included:
no.	Molecule	Vc quorum ag	GDH-TPI counter	BioA inh	TcdB GH inh	Yp Topo-I inh	Mtb UGM inh	PfHsp40 yeast	Mtb FBA inh	FadD28 binding
1	COC(=O)C1=C(C)NC2=C(C(=O)CCC2)C1c1cccc(C)n1 (configuration not stated)	i	4	-0.9	-0.6	0	0.3	0.7	28*	-2.4
2	O=C(/C=C/c1cccs1)NC1CC1	·	1	·	2.8	5	1.3	-1.6	0	-2.5
3	O=C(CSc1n[nH]c(=O)[nH]c1=O)Nc1ccc2c(c1)C(=O)c1ccccc1C2=O	-0.5	7	3.8	-0.3	-4	5.2	1.1	-1	4.9
4	CC(=O)c1cc(-c2ccccc2)n(CC(=O)Nc2cccc(C)c2)c1C	i	4	0.0	·	-8	0.2	-1.4	-2	-3.7
5	CC(=O)c1ccc(NC(=O)Cn2c(=O)oc3ccccc32)cc1	-5.6	11	-0.5	0.1	3	0.0	0.4	1	1.0
6	CCOc1ccc(CCNC(=O)COC(=O)c2c(OC)cccc2OC)cc1OCC	-1.1	8	0.1	2.1	15	-3.2	0.1	-1	0.3
7	COc1ccc(CNC(=O)c2ccc(-n3cncn3)c3ccoc23)cc1OC	i	16	2.3	-0.2	0	·	·	3	-1.8
8	O=c1c2c3c(sc2n(CCN2CCOCC2)c(=O)n1Cc1ccco1)CCCCC3	-0.4	10	1.0	·	17	-3.3	1.0	-3	-2.2
9	COCCNc1c(-c2ccc(OC)cc2)nc2ccc(Cl)cn12	i	7	·	-2.5	11	1.3	0.7	3	-1.0
10	O=C(NCC(=O)N1CCN(c2ccccc2O)CC1)C1CCCCC1	-0.4	-5	·	1.7	8	2.0	0.0	0	0.2
11	Cc1cc(-c2nc3c4c5c(sc4[nH]c(=O)n3n2)CCC5)c(C)o1	-0.3	3	-0.5	·	-2	1.4	0.5	4	0.0
12	Cc1cccc(C(OC(=O)c2ccco2)C(=O)NCc2ccccc2)n1 (configuration not stated)	i	-2	1.7	·	8	-1.5	0.0	-4	-1.4
13	O=C(COC(=O)c1ccc(F)c(S(=O)(=O)N2CCOCC2)c1)c1ccc(Br)cc1	i	-4	·	0.4	43	·	0.5	0	-1.1
14	Clc1ccc(Cc2ccccn2)cc1	1.6	2	·	2.4	-1	·	-1.0	0	-1.3
15	NC(=O)CCNC(=O)c1ccc(Cl)cc1	-5.0	4	0.2	·	-1	-2.8	0.0	-2	0.3
16	Fc1cc(Br)ccc1NC(=S)Nc1ccccc1	-0.2	-3	1.0	·	1	1.9	-0.3	-3	-1.5
17	O=C(O)CCCN1C(=O)C(=O)/C(=C(/O)c2ccc(Cl)cc2)C1c1ccccc1 (configuration not stated)	-0.9	41*	-1.4	2.3	-5	5.6	-1.2	4	0.6
18	Cn1cc(-c2ccc(C(=O)Nc3cccc(Oc4ccccc4)c3)c3occc23)cn1	-0.4	-9	0.2	0.3	18	·	·	3	-7.2
19	COc1ccc(-c2nc(CS(=O)(=O)CC(=O)NCCCN3CCN(C)CC3)c(C)o2)cc1	-0.3	-10	1.6	1.2	0	1.4	4.6	3	-4.0
20	O=c1c2ccccc2nc(-c2ccccc2)n1-c1ccc(O)cc1	i	-6	·	0.8	4	-1.6	-1.4	2	-1.1
21	CCn1c(SCC(=O)N2CCC(C)CC2)nc2c1c(=O)n(C)c(=O)n2C	-0.1	2	0.4	-0.7	3	0.0	-0.7	1	·
22	CCOc1cc2c(cc1OCC)C(C(=O)O)C(c1cc(Br)c(O)c(OC)c1)N(C)C2=O (configuration not stated)	-0.6	5	0.3	·	-5	0.4	0.6	4	-0.2
23	CC(=O)N1CCN(CC(=O)Nc2ccc(C)c(F)c2)CC1	-1.4	5	7.7	1.2	-3	-0.8	0.2	1	-1.7
24	CCOC(=O)c1c(N2C(=O)Nc3ccccc3N2O)n[nH]c1-c1cccc(OC)c1	i	6	0.8	0.0	-3	1.9	0.1	4	-2.2
25	CCn1c(-c2ccoc2C)n[nH]c1=S	-0.4	-3	2.1	·	-4	0.7	0.7	-2	-0.5
26	CCOC(=O)C1=C(COC(=O)c2cccc(Cl)c2)NC(=O)NC1C (configuration not stated)	-0.4	0	0.3	0.8	0	-0.6	0.5	0	-4.5
27	O=C(NCc1cccnc1)c1ccccc1NS(=O)(=O)c1ccc(F)cc1	i	-6	-1.4	-0.3	6	-1.6	4.1	9	-3.0
28	CC(=O)c1cccc(Nc2nc(N3CCOCC3)nc(N3CCOCC3)n2)c1	i	-9	3.6	1.4	-2	-4.4	0.9	4	-3.0
29	Cn1c2ccccc2c2c(C(=O)N3CCN(c4ccc(F)cc4)CC3)cn(C3CCCC3)c(=O)c21	-6.0	13	-1.9	·	6	-1.0	1.7	4	-0.9
30	Cc1ccc(NC(=S)N(Cc2ccccc2)C(C)C)cc1	-0.6	-11	0.1	-0.7	-1	1.9	0.1	-2	-4.1
31	O=C(NCCC1=CCCCC1)C1CCCN(S(=O)(=O)c2ccccc2)C1 (configuration not stated)	i	-3	·	·	3	0.5	0.5	1	-2.4
32	COc1cc(/C=N/NC(=O)C(N)=O)cc(OC)c1O	-0.5	14	-0.6	-32	6	2.5	-1.2	51*	0.3
33	CC1(C)CC(=O)c2c(oc3ccc(NS(=O)(=O)c4cccc5cccnc45)cc23)C1	-0.8	7	·	0.7	-9	2.1	0.5	1	-0.6
34	CC(C)(C)c1ccc(SCCc2ccncc2)cc1	-0.4	4	0.9	2.1	40	6.0	0.3	-2	-0.3
35	O=C(CN1C(=O)C2C3C=CC(C3)C2C1=O)NCC1COc2ccccc2O1 (configuration not stated)	-1.4	11	-1.0	·	6	1.7	-1.9	2	-2.1
36	COC(=O)c1c(C)cc(O)c(C=O)c1O	-0.4	8	-1.8	·	2	0.3	-1.2	1	0.1
37	O=C(CC1SC(N2CCCCC2)=NC1=O)Nc1ccc(C(=O)NCCc2ccc(F)cc2)cc1 (configuration not stated)	-1.6	7	1.2	-1.3	5	-1.3	1.1	6	-1.8
38	CCOc1ccc(N=C(C)C2=C(O)c3ccccc3C2=O)cc1	-0.5	23	·	-0.5	-4	2.0	1.9	0	-0.3
39	c1ccc(-n2nnnc2-c2cccnc2)cc1	-0.1	3	0.6	1.5	4	-0.5	1.2	4	-0.1
40	COC(=O)N1N=C(c2ccc(Br)cc2)CC1(O)C(F)(F)F (configuration not stated)	0.0	2	-0.9	·	4	0.7	-0.7	0	0.7
41	CCN1CCN(c2ccc(S(=O)(=O)N3CCCCC3)cc2NC(=O)c2ccccc2)CC1	-0.9	4	0.8	-0.9	10	-0.1	1.2	0	0.7
42	CNC(=O)C[C@H]1C(=O)N(CCc2ccccc2)C[C@@H]1CSC	-0.4	9	-1.4	0.5	4	·	·	0	-0.9
43	O=C(O)Cc1ccc(NC(=O)c2ccc(NC(=O)c3ccco3)cc2)cc1	i	12	·	·	2	1.4	0.2	0	-5.2
44	CC(=O)Nc1ccc(S(=O)(=O)N2CCN(CC(=O)N3CCOCC3)CC2)cc1	-0.8	4	-0.5	1.5	1	2.6	-1.0	0	-3.3
45	CC(=O)Nc1ccc(-c2csc(NC(=O)CCNC(=O)c3ccco3)n2)cc1	i	2	-1.8	0.4	-1	1.4	0.2	-1	-1.6
46	COCc1cc(=O)[nH]c(SCC(=O)N2CCOCC2)n1	-0.5	-4	-1.4	-3.7	1	-1.9	-1.2	-2	-4.3
47	O=C(NCCCN1CCN(c2ccccc2F)CC1)C1CCC(=O)N1C1CCCC1 (configuration not stated)	-0.3	0	-1.1	·	-4	0.1	-0.1	8	-0.4
48	COc1cc(/C=C/c2ccc3c(Br)cc(Br)c(O)c3n2)ccc1O	-1.4	11	1.3	0.0	4	0.2	-0.7	-1	-1.4
49	O=C(Nc1cccnc1)c1cc2cc(Br)ccc2oc1=O	-0.5	-2	·	0.3	11	·	1.0	-1	0.7
50	CC(C)C[C@@H]1NC(=O)[C@H](C(C)C)NC(=O)c2cc([N+](=O)[O-])cc(I)c2OCC[C@@H](C(N)=O)NC1=O	-2.8	23	-0.6	·	1	1.5	-0.1	7	-3.1
51	COCCCN=Cc1c(C)[nH]n(-c2ccc(Br)c(C)c2)c1=O	-0.2	18	·	·	3	1.4	0.2	-2	-3.5
52	Cc1ccc(-n2nnnc2Sc2nc([N+](=O)[O-])nn2C)cc1C	·	-4	1.5	·	3	0.2	-0.5	-2	-2.4
53	C/C(=N\NC(=O)c1ccn(C)n1)c1ccco1	-0.4	6	·	1.0	5	2.5	0.1	1	-0.1
54	CCCc1cc(C(=O)N2CCCN(C)CC2)cs1	i	-4	0.0	1.1	14	-3.1	3.3	0	-4.7
55	Cc1ccc(C)c(S(=O)(=O)NCc2cccnc2)c1	i	2	1.2	0.0	0	3.8	0.9	-1	-0.8
56	O=c1[nH]c2ccsc2c(=O)n1-c1ccc(F)cc1	-0.1	1	2.0	·	-7	2.2	13	2	-1.4
57	O=S(=O)(c1ccccc1F)N(Cc1ccco1)Cc1nnc(-c2ccccc2Br)o1	2.7	-7	·	·	5	·	2.8	8	-0.8
58	CCn1c(C)nc2cc(S(N)(=O)=O)ccc21	-0.2	8	·	-0.1	4	0.8	-1.3	2	1.1
59	CC(C)Oc1ccc(S(=O)(=O)N2CCCCC2)cc1NC(=O)C1CCC1	i	6	0.5	0.3	2	0.1	-0.3	0	-0.7
60	C=CCNC(=O)CSc1nc2sc3c(c2c(=O)n1CCCOC)CCC3	2.0	35*	-1.1	0.6	-5	1.8	-0.3	11	-1.4

# Reformatted: results already given.
# Sequence of screens: Vc quorum ag | GDH-TPI counter | BioA inh | TcdB GH inh | Yp Topo-I inh | Mtb UGM inh | PfHsp40 yeast | Mtb FBA inh | FadD28 binding
53. C/C(=N\NC(=O)c1ccn(C)n1)c1ccco1
    -0.4 | 6 | · | 1.0 | 5 | 2.5 | 0.1 | 1 | -0.1
54. CCCc1cc(C(=O)N2CCCN(C)CC2)cs1
    i | -4 | 0.0 | 1.1 | 14 | -3.1 | 3.3 | 0 | -4.7
55. Cc1ccc(C)c(S(=O)(=O)NCc2cccnc2)c1
    i | 2 | 1.2 | 0.0 | 0 | 3.8 | 0.9 | -1 | -0.8
56. O=c1[nH]c2ccsc2c(=O)n1-c1ccc(F)cc1
    -0.1 | 1 | 2.0 | · | -7 | 2.2 | 13 | 2 | -1.4

# Next entries
no.	Molecule	Vc quorum ag	GDH-TPI counter	BioA inh	TcdB GH inh	Yp Topo-I inh	Mtb UGM inh	PfHsp40 yeast	Mtb FBA inh	FadD28 binding
61	O=C1c2cccc3cccc(c23)C(=O)N1CCO	-0.4	33*	-1.8	-2.7	-8	·	·	51*	-0.2
62	O=CN1CCN(C(=O)c2ccc([N+](=O)[O-])cc2)CC1	i	-12	·	·	-4	2.6	0.4	1	-3.6
63	COc1ccc(NC(=O)CN2C(=O)NC3(CCCCCCC3)C2=O)cc1	i	2	-0.6	0.4	7	·	-2.4	-2	2.0
64	CCc1ccc(O)c(N=Cc2cccc(C)c2O)c1	i	2	·	1.5	-11	-0.4	0.2	-1	-5.5
